PfHsp40 rescue = rescue of PfHsp40-mediated yeast toxicity. S. cerevisiae expressing PfHsp40, growth rescue, ATP luminescence. growth rescue, % at 12.5 µM. 0.68% of 340,000 active. AID 504582; in the data active means growth rescue above about 28%, passing the limit was not always enough; inconclusive means no clear call, values can overlap the other calls;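 further: yeast W303a lacking pdr1 and pdr3 grown in galactose medium; growth measured after three days at 30 °C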
SSB-PriA inh = K. pneumoniae PriA-SSBct interaction inhibition. AlphaScreen SSBct-PriA binding, biotinylated peptide. inhibition, % at 33 µM. 0.6% of 430,000 active; in the data active means inhibition mostly above about 37%, no sharp cut-off; inactive means mostly below about 20%;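 further: plate controls were negative control peptide for no effect and reference peptide for full effect; strong numbers were not always called active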
CCHF vOTU inh = blocks the CCHF virus ovarian tumor domain protease | CCHFV vOTU protease, Pep-AMC fluorescence | AID 651958 | inhibition, % at 11.5 µM | 0.55% of 370,000 active; in the data active means inhibition above about 30%; further: 0% = vehicle wells with enzyme and 100% = no enzyme wells
SARS 3CLpro inh = SARS-CoV 3CLpro protease inhibition | AID 1706 | 0.14% of 290,000 active | inhibition, % at 6 µM | recombinant SARS-CoV 3CLpro, quenched FRET peptide cleavage | P0C6X7; in the data active means inhibition above about 12%
DUSP3 inh = blocks human VHR1 dual specificity phosphatase; P51452; recombinant VHR phosphatase, pNPP absorbance; inhibition, % at 13.3 µM; 0.52% of 290,000 active; in the data active means inhibition above about 50%; further: some compounds called inactive have numbers as strong as hits
Target sequence (P51452 whole entry, looked up): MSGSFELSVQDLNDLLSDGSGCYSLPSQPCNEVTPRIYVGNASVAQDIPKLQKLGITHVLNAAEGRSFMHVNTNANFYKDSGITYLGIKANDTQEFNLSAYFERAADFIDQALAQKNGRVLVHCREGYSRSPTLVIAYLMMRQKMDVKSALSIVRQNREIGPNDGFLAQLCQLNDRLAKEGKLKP
BH1578 lux ind = induces V. cholerae light production without autoinducers; V. cholerae BH1578 lux reporter, luminescence, 6 h; activation, % at 18.7 µM; 0.16% of 350,000 active; in the data active means activation mostly above about 9.7%, no sharp cut-off; inconclusive means no clear call, values can overlap the other calls; inactive means mostly below about 3.7%; further: not every result past the cut was called active; inactives centre near 0; reference of the scale not given here
BoNT A protease = inhibitors of Botulinum neurotoxin A light chain protease | AID 588499 | inhibition, % at 10 µM | 0.17% of 360,000 active | multiplex microsphere protease substrate cleavage, flow cytometry; further: plate controls were buffer without enzyme for full effect and enzyme alone for no effect
Anthrax LF inh2 = inhibitors of Bacillus anthracis lethal factor protease | P15917 | multiplex microsphere protease cleavage assay, LF | inhibition, % at 10 µM | 0.12% of 360,000 active | AID 588501; further: plate controls were buffer without enzyme for full effect and enzyme alone for no effect
Target sequence (P15917 whole entry, looked up): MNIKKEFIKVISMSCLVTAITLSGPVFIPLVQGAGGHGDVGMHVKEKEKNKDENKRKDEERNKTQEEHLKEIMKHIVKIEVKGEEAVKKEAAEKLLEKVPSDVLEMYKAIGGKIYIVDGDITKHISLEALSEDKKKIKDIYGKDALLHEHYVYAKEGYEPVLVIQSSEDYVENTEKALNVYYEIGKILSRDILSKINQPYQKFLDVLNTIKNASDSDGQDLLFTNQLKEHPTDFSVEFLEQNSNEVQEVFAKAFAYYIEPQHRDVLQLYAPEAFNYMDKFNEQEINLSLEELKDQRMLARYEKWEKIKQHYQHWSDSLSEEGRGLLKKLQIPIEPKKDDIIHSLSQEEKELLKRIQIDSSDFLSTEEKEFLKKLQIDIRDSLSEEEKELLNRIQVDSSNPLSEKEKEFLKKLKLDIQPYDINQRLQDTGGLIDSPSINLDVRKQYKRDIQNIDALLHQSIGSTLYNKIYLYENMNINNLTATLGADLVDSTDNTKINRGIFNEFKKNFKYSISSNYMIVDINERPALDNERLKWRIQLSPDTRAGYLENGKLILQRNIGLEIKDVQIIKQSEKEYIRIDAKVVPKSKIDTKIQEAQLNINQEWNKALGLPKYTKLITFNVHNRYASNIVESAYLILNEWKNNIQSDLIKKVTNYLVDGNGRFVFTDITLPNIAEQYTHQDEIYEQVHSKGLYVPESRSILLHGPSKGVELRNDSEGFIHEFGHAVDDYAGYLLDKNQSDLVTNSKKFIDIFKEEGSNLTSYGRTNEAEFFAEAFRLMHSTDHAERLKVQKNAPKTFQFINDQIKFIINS
Yp Topo-I inh = blocks Yersinia pestis topoisomerase I activity | AID 504884 | Y. pestis Topo-I cleavage product accumulation, plate reader | 0.064% of 360,000 active | activity, % at 10 µM; in the data active means activity above about 50%, passing the limit was not always enough; inconclusive means no clear call, values can overlap the other calls; further: inactives centre near 2
TcdB GH inh = inhibitors of Clostridioides difficile toxin B glycohydrolase | TcdB glycohydrolase enzymatic assay, plate reader | inhibition, % at 9.99 µM | AID 652162 | 0.24% of 350,000 active; in the data active means inhibition above about 10%
* = called active by the depositor; i = inactive; ? = inconclusive; / = no result given; & = joins results of further samples. Unless noted, no stated cut-off is given here; in the data, active means inhibition above about 30%; inconclusive means no clear call, values can overlap the other calls; inactive means below that. Some of the compounds tested; the hit share may differ from the screen's.

entry | SMILES | PfHsp40 rescue | SSB-PriA inh | CCHF vOTU inh | SARS 3CLpro inh | DUSP3 inh
1 | CC(C)n1c(Oc2ccc(F)cc2)nc2c1c(=O)n(C)c(=O)n2C | 3.4 | 0 | -4 | 4 | -6
2 | Cc1cc(C(F)(F)F)n2ncc(C(=O)O)c2n1 | 0.3 | -7 | 4 | / | 34
3 | COC(=O)c1sccc1NC(=O)CC1C(=O)NCCN1C(=O)c1ccc(N(C)C)cc1 (stereo not given) | 1.9 | -1 | 10 | 8 | -4
4 | Cc1ccc(C(=O)NNC(=O)c2ccoc2C)s1 | -0.6 | -3 | 1 | / | /
5 | CN1CCN(CCCNC(=O)c2ccc(CSCc3cccc(Cl)c3)o2)CC1 | / | 3 | -3 | 5 | 42
6 | CNC(=O)C(=O)NCCC1CCCCN1S(=O)(=O)c1cccs1 (stereo not given) | -0.3 | -4 | -7 | / | /
7 | CCNC(=O)CON=C1c2ccccc2-c2ccccc21 | 3.1 | -28 | -5 | 0 | -2
8 | COc1cc(OC)cc(C(=O)Nc2cccc3nc(C)ccc23)c1 | -1.8 | -9 | -6 | 1 | 16
9 | CCOC(=O)c1c(NC(=O)CSc2nc3ccccc3s2)sc(C(C)=O)c1C | 0.6 | -10 | 13 | -1 | -8
10 | COc1ccc(OC)c(CN(CCN2CCOCC2)C(=O)Nc2ccccc2)c1 | 0.4 | -3 | -3 | 0 | 2
11 | Cc1ccc(-c2cn3cc(C)ccc3n2)cc1 | 3.3 | 1 | -21 | -2 | 8
12 | CC(C)(c1cc(Cl)c(O)c(CN2CCOCC2)c1)c1cc(Cl)c(O)c(CN2CCOCC2)c1 | -1.2 | -7 | -1 | / | /

entry | BH1578 lux ind | BoNT A protease | Anthrax LF inh2 | Yp Topo-I inh | TcdB GH inh
1 | -0.2 | 0.0 | 0 | -3 | -0.1
2 | -0.2 | -0.1 | 1 | -2 | 0.7
3 | -0.3 | 0.3 | 2 | 2 | 0.2
4 | -1.2 | 0.3 | -2 | 2 | -0.8
5 | / | / | / | / | /
6 | i | 5.2 | -3 | -1 | -0.5
7 | -0.3 | -0.5 | 0 | -13 | 1.3
8 | i | -0.4 | 6 | 2 | 0.8
9 | i | -1.0 | -4 | -7 | 0.2
10 | i | 0.2 | 2 | 9 | /
11 | -0.4 | -0.5 | -6 | -6 | 5.7
12 | 1.0 | 0.0 | -1 | 32 | 1.1

Structures above that have sulfur (5):
entry | SMILES | PfHsp40 rescue | SSB-PriA inh | CCHF vOTU inh | SARS 3CLpro inh | DUSP3 inh
3 | COC(=O)c1sccc1NC(=O)CC1C(=O)NCCN1C(=O)c1ccc(N(C)C)cc1 (stereo not given) | 1.9 | -1 | 10 | 8 | -4
4 | Cc1ccc(C(=O)NNC(=O)c2ccoc2C)s1 | -0.6 | -3 | 1 | / | /
5 | CN1CCN(CCCNC(=O)c2ccc(CSCc3cccc(Cl)c3)o2)CC1 | / | 3 | -3 | 5 | 42
6 | CNC(=O)C(=O)NCCC1CCCCN1S(=O)(=O)c1cccs1 (stereo not given) | -0.3 | -4 | -7 | / | /
9 | CCOC(=O)c1c(NC(=O)CSc2nc3ccccc3s2)sc(C(C)=O)c1C | 0.6 | -10 | 13 | -1 | -8

entry | BH1578 lux ind | BoNT A protease | Anthrax LF inh2 | Yp Topo-I inh | TcdB GH inh
3 | -0.3 | 0.3 | 2 | 2 | 0.2
4 | -1.2 | 0.3 | -2 | 2 | -0.8
5 | / | / | / | / | /
6 | i | 5.2 | -3 | -1 | -0.5
9 | i | -1.0 | -4 | -7 | 0.2

Next part.
entry | SMILES | PfHsp40 rescue | SSB-PriA inh | CCHF vOTU inh | SARS 3CLpro inh | DUSP3 inh
13 | CCn1cc(S(=O)(=O)Nc2cc(C(=O)OC)ccc2C)cn1 | 0.3 | -10 | 0 | 1 | 14
14 | COc1ccc(C(C)(C)C)cc1NC(=O)CN1C(=O)C(=O)N(Cc2ccco2)C1=O | 3.9 | 0 | -2 | / | /
15 | CCN1/C(=C2/SC(=S)NC2=O)Sc2ccccc21 | -0.5 | 0 | -7 | 3 | -3
16 | CCOc1ccc(N=C2C(=O)Nc3ccc(C)c(Br)c32)cc1 | -0.8 | -11 | -9 | 3 | -8
17 | Cn1c(/C=N/Nc2nc3ccccc3[nH]2)nc2ccccc21 | 4.8 | / | 22 | 5 | 20
18 | Cc1cc2c3c(c1)C(C)CC(C)(C)N3C(=O)C2=C(C#N)C#N (stereo not given) | -0.8 | -1 | -9 | 0 | -4
19 | CC1CC(=O)Nc2ccccc2N1C(=O)CSc1nnnn1C (stereo not given) | -1.7 | -3 | 6 | / | /
20 | COC(=O)c1cc(NC(=O)/C=C/c2ccccc2)ccc1O | / | / | -2 | 2 | 16
21 | O=c1ccc(-c2ccc([N+](=O)[O-])cc2)nn1-c1ccccc1 | -0.7 | -4 | -14 | 0 | 15
22 | CCC(CN(C)C)Oc1cc(NCc2ccccc2)c2ncn(C(C)C)c2c1 (stereo not given) | -0.2 | 26 | / | / | /
23 | CCn1c(SCC(=O)Nc2cc(C)on2)nnc1-c1ccc(S(=O)(=O)N2CCN(C)CC2)cc1 | -1.2 | 5 | -10 | 1 | -10
24 | c1ccc(C2C/C(=N\N3CCOCC3)c3ccccc3O2)cc1 (stereo not given) | -1.1 | / | 0 | 2 | -8

entry | BH1578 lux ind | BoNT A protease | Anthrax LF inh2 | Yp Topo-I inh | TcdB GH inh
13 | -3.1 | -0.1 | 2 | 6 | -0.8
14 | i | 0.6 | -3 | 7 | 0.8
15 | i | 0.1 | -2 | 3 | 0.5
16 | i | 3.1 | -3 | 1 | 1.5
17 | -0.2 | -0.4 | -3 | -13 | 1.2
18 | -0.3 | -0.4 | 4 | -14 | -0.5
19 | i | -0.1 | -2 | 0 | 0.6
20 | / | / | / | / | 0.6
21 | -0.2 | 0.2 | -2 | -1 | -0.2
22 | 0.4 | 2.5 | -8 | -4 | /
23 | 5.3 | -0.4 | 0 | -3 | /
24 | -0.2 | -0.7 | 1 | 6 | -1.1

Other structures:
entry | SMILES | PfHsp40 rescue | SSB-PriA inh | CCHF vOTU inh | SARS 3CLpro inh | DUSP3 inh
25 | Cc1cc(NN)nc(Cc2ccccc2)n1 | -0.5 | -14 | 10 | 1 | 7
26 | O=c1[nH]c(=O)n(C2CCCCC2)c(O)c1C=Nc1ccc(N2CCOCC2)cc1 | 0.2 | -9 | -18 | -5 | 3
27 | CN(C)c1ccc(CC(=O)N2CCCC(c3cc(C(=O)Nc4ccc5c(c4)OCO5)no3)C2)cc1 (stereo not given) | / | / | 3 | / | /
28 | C[C@H](O)[C@@H]1C(=O)N2CCc3ccc(-c4ccccc4)cc3[C@@H]2C[C@@H]1N(C)C(=O)c1ccc(C#N)cc1 | 3.9 | 1 | 0 | / | /
29 | COc1ccc(-n2c(COc3cccc(C)c3)nnc2SCC(=O)O)cc1 | 0.9 | 4 | 2 | 8 | 13
30 | Cc1[nH]c(=O)[nH]c(=O)c1S(=O)(=O)N1CCCC(C(=O)N2CCN(c3ccccc3Cl)CC2)C1 (stereo not given) | -0.4 | -19 | / | -3 | 29
31 | Cc1ccc(C(=O)NCCS(=O)(=O)N2CCN(c3ccccc3F)CC2)cc1[N+](=O)[O-] | -0.7 | -1 | 15 | 11 | 21
32 | O=C(NC1CCCCC1)C1CCCN1S(=O)(=O)c1ccc(Cl)cc1 (stereo not given) | 0.5 | -13 | -12 | -5 | 53*
33 | CC(NC(=O)CN(C)Cc1cccs1)c1ccccc1 (stereo not given) | -0.5 | 0 | -6 | 3 | 4
34 | C[C@H](CO)N1C[C@H](C)[C@@H](CN(C)Cc2ccc(C(=O)O)cc2)Oc2c(NS(=O)(=O)c3ccc(F)cc3)cccc2C1=O | 0.1 | -9 | 3 | / | /
35 | CN(Cc1ccccc1)c1nc2c(c(=O)n(C)c(=O)n2C)n1CCCc1ccccc1 | 8.8 | 33 | -7 | 4 | 14
36 | COCC(=O)Nc1nnc(CCc2ccccc2)s1 | -1.0 | -16 | 5 | -5 | 15

entry | BH1578 lux ind | BoNT A protease | Anthrax LF inh2 | Yp Topo-I inh | TcdB GH inh
25 | -0.8 | -3.1 | -5 | 13 | 1.9
26 | -0.4 | 1.1 | -2 | 4 | 0.1
27 | -0.7 | 1.2 | -2 | 7 | -2.1
28 | 0.8 | -0.1 | 7 | 41 | 0.4
29 | i | 2.3 | -3 | 5 | -2.5
30 | i | -0.2 | -3 | 14 | /
31 | -0.5 | 0.2 | 1 | 26 | -6.7
32 | -2.3 | -0.6 | -1 | 2 | -0.5
33 | -0.3 | 0.2 | 1 | -4 | -1.7
34 | -1.0 | -0.3 | -11 | 1 | -0.3&0.2
35 | i | -0.6 | -4 | 38 | /
36 | 0.7 | ? | ? | -2 | /

(continued)
entry | SMILES | PfHsp40 rescue | SSB-PriA inh | CCHF vOTU inh | SARS 3CLpro inh | DUSP3 inh
37 | Cc1cc(Cl)ccc1OC(C)C(=O)Nc1ccc(S(=O)(=O)Nc2cnc3ccccc3n2)cc1 (stereo not given) | 2.3 | 12 | 23 | 12* | 9
38 | COc1ccc(S(=O)(=O)NCC(=O)N(CC(=O)NCC2CCCO2)Cc2ccc(F)cc2)cc1 (stereo not given) | -0.7 | -3 | -10 | 2 | 25
39 | COc1cccc(-c2c(C(=O)N/N=C(\C)COc3ccccc3)nnn2-c2nonc2N)c1 | 0.2 | / | -9 | 5 | 5
40 | O=C(COC(=O)c1cccs1)Nc1cccc(S(=O)(=O)N2CCOCC2)c1 | -1.8 | -11 | 1 | -4 | 30
41 | CC(=O)NC(C)(c1ccccc1)c1nc(-c2cc(F)cc(F)c2)cs1 (stereo not given) | / | / | -5 | / | /
42 | CN1CCN(C(=S)Nc2cccc(C(F)(F)F)c2)CC1 | -0.9 | -6 | -7 | -2 | -2
43 | CC1CCN(C(=O)C(Cc2ccccc2)n2cccc2)CC1 (stereo not given) | 0.7 | 1 | 3 | 2 | 24
44 | Cc1cc(C)c(C#N)c(OCc2ccc(Cl)nc2)n1 | -0.2 | 9 | 4 | 2 | -12

entry | BH1578 lux ind | BoNT A protease | Anthrax LF inh2 | Yp Topo-I inh | TcdB GH inh
37 | 4.2 | 0.2 | 0 | 26 | /
38 | i | -1.2 | -7 | -7 | -0.1
39 | i | -0.9 | -4 | 2 | -0.8
40 | i | -0.8 | -2 | -11 | 0.5
41 | i | -1.5 | -8 | 9 | -0.7
42 | 7.7 | -0.2 | 0 | 3 | -0.3
43 | i | -1.3 | -2 | 0 | -0.1
44 | i | -1.8 | 7 | 0 | 0.4

Whole records, quoted from the list.
Record of `COc1cccc(-c2c(C(=O)N/N=C(\C)COc3ccccc3)nnn2-c2nonc2N)c1` : PfHsp40 rescue = 0.2; SSB-PriA inh = /; CCHF vOTU inh = -9; SARS 3CLpro inh = 5; DUSP3 inh = 5; BH1578 lux ind = i; BoNT A protease = -0.9; Anthrax LF inh2 = -4; Yp Topo-I inh = 2; TcdB GH inh = -0.8
Record of `CC1CCN(C(=O)C(Cc2ccccc2)n2cccc2)CC1` (stereo not given) : PfHsp40 rescue = 0.7; SSB-PriA inh = 1; CCHF vOTU inh = 3; SARS 3CLpro inh = 2; DUSP3 inh = 24; BH1578 lux ind = i; BoNT A protease = -1.3; Anthrax LF inh2 = -2; Yp Topo-I inh = 0; TcdB GH inh = -0.1

An excerpt from above, limited to Yp Topo-I inh and TcdB GH inh:
No. | SMILES | Yp Topo-I inh | TcdB GH inh
37 | Cc1cc(Cl)ccc1OC(C)C(=O)Nc1ccc(S(=O)(=O)Nc2cnc3ccccc3n2)cc1 (stereo not given) | 26 | /
38 | COc1ccc(S(=O)(=O)NCC(=O)N(CC(=O)NCC2CCCO2)Cc2ccc(F)cc2)cc1 (stereo not given) | -7 | -0.1

Compound activity from PubChem.
